# Source: PubChem
# LDHA inh: LDHA (human) enzyme inhibition. purified LDHA, NADH/diaphorase-resazurin fluorescence; stronger effect = lower value. activity change, % (values are at about 110 or 230 µM). 0.15% of 480,000 active. AID 1347041; in the data active means activity change below about -30%; inconclusive means mostly about -25% to -30%;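 further: plate controls were DMSO wells for no effect and wells without enzyme for full effect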
#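 Remaining NADH was detected by diaphorase (0.133 mg/mL) converting 37 µM resazurin to fluorescent resorufin, read at 0 and 20 minutes. The preceding 5-minute room-temperature reaction used 2 nM LDHA, 0.2 mM sodium pyruvate and 0.06 mM NADH at pH 7.4.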
# D2 PAM: positive allosteric modulators of human D2 dopamine receptor. P14416. HEK293 T-REx D2, calcium flux, EC20 dopamine potentiation. potentiation, % at 10 µM. 0.34% of 340,000 active. AID 485347;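 active means potentiation over 3 SD above the plate norm, cut at about 30% in these data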; further: 0% is about no effect
# Target sequence (P14416 whole entry, looked up): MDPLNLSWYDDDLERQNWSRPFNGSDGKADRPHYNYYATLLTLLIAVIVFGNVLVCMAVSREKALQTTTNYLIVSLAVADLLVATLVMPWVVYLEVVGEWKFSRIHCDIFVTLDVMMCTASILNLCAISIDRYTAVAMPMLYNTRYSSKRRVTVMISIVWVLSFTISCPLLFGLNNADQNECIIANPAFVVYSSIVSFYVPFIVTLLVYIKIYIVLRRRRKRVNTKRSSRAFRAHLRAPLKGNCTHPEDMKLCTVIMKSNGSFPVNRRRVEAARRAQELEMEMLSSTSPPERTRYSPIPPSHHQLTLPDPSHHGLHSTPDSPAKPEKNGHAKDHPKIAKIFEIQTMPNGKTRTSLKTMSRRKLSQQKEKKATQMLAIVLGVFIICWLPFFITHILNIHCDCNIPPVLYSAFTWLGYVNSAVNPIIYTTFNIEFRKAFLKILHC
#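 Calcium flux readout, no-wash dye, 1 read/s. Inducible HEK293 Trex D2 line, overnight 30 C. Compound alone 180 s (agonist flags), then EC20 dopamine, another 180 s to score potentiation.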
# RXFP1 ag: agonists of human relaxin receptor RXFP1; HEK293T-RXFP1 cAMP TR-FRET, 30 min; response scale: percent of porcine relaxin response, buffer zero; Potency, µM (series often up to 57.5 µM), without a hit: top-dose activation, most hits filed as activators; 0.3% of 370,000 active; AID 2676; further: potency means the concentration at half of the fitted maximal effect; on the % scale 0 is the no-effect control and ±100 the full control effect; nearly all actives have a fitted effect of over 60% in size; many of its hits are not listed in these tables
#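 cAMP rise read by TR-FRET after 30 min, 37C compound exposure (up to 58 uM) in RXFP1-transfected HEK293 cells with Ro 20174 present. EC50 from Hill-equation fits, with 29 nM porcine relaxin as 100% and buffer as basal.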
# Vif-A3G inh: Vif-A3G binding inhibition. Potency, µM (doses to about 46.1 µM), for inactives: top-dose activity, negative = active, hits mostly inhibitors. 0.076% of 410,000 active. HeLa A3G-eYFP + Vif (tagged APOBEC3G with the HIV-1 protein that degrades it), YFP fluorescence, overnight;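 further: potency means the concentration at half of the fitted maximal effect; on the % scale 0 is the no-effect control and ±100 the full control effect; nearly all actives have a fitted effect of over 60% in size; hits raise eYFP signal because A3G escapes Vif-driven loss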
# Target sequence (Q9HC16 whole entry, looked up): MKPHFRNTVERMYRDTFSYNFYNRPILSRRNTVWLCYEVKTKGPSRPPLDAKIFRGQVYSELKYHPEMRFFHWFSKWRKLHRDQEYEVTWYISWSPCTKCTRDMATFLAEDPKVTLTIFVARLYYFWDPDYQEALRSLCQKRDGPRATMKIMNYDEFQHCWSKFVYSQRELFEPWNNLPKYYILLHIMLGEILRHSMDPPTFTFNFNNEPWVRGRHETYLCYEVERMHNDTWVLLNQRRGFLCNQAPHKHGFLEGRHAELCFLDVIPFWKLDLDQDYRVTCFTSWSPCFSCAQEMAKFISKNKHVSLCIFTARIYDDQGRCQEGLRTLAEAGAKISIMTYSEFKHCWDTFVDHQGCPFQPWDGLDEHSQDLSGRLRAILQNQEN
#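 Read-out is eYFP fluorescence (Ex 488/Em 500-530) from Vif-expressing HeLa A3G-eYFP cells; more signal means A3G escaped Vif-mediated degradation. Cells plated overnight, compound pinned in, incubated overnight at 37 deg C.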
# D1 antagonist: human D1 dopamine receptor antagonism. P21728. HEK293 TREx D1 cells, calcium flux, dopamine EC80; stronger effect = lower value. activity change, negative = inhibition, % at 10 µM. 3.2% of 360,000 active. AID 504652; in the data active means activity change below about -30%; further: on the % scale 0 is the no-effect control and ±100 the full control effect
#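 Calcium flux readout: force-coupled, inducible Hek293 Trex D1 line, cells induced overnight at 30 C with tetracycline, dye-loaded 30–90 min at RT. Antagonism scored against EC80 dopamine challenge given 180 s after compound.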
# D1 PAM: enhances dopamine response at the human D1 receptor | 0.036% of 360,000 active | potentiation, % at 10 µM | P21728 | HEK293 TREx D1 cells, calcium flux, dopamine EC20 potentiation | AID 504651; in the data active means potentiation above about 30%; further: 0% is about no effect
# D1 ag: human D1 receptor agonism; activation, % at 2 µM; HEK293 T-REx D1 cells, calcium flux, agonist mode; P21728; 1% of 360,000 active; in the data active means activation above about 30%; further: 0% is about no effect
#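 Inducible HEK293 T-REx D1 cells, force-coupled to calcium signalling, were plated at 4000 cells/well with tetracycline and held overnight at 30 C. After no-wash calcium dye loading, compound-evoked calcium rise over 180 s flagged agonists.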
# GRP78 ERSR act: induces the endoplasmic reticulum stress response in human glioma cells; U87-MG GRP78 promoter luciferase reporter, 16 h; AID 602332; Potency, µM, without a hit: top-dose activation, most hits filed as activators; 0.02% of 420,000 active; further: potency means the concentration at half of the fitted maximal effect; series mostly up to about 76 µM; % of control where 0% means no effect; nearly all actives have a fitted effect of over 35% in size
#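 ERSR induction read as luciferase luminescence (Bright-Glo, 10 min at room temperature) in stably transfected human U87-MG glioma cells exposed to compounds for 16 h, using GRP78 as sensor.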
# Vif-A3F inh: inhibitors of Vif-A3F interaction | HeLa A3F-eYFP + Vif (tagged APOBEC3F with the HIV-1 protein that degrades it), YFP fluorescence increase | Potency, µM (doses to about 46.1 µM), inactives show at the highest dose activity, negative = active | 0.2% of 390,000 active | AID 602313; further: potency means the concentration at half of the fitted maximal effect; % of control where 0% means no effect; nearly all actives have a fitted effect of over 65% in size
#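 HeLa cells stably expressing A3F-eYFP plus Vif, plated and incubated overnight at 37 deg C, then exposed to compounds overnight at 37 deg C. Blocked degradation read as raised yellow fluorescence (Ex 488/Em 500-530).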
# * = called active by the depositor; ? = inconclusive; · = not tested or not shown; & = joins results of further samples. Unless noted, the call rests on the fitted dose curve; in most records, active means well fitted curve in the direction sought with a large enough effect; inconclusive means small, poorly fitted or top-dose-only effect, or another doubt; inactive means no such curve, though single readings can be large; an effect the other way counts as inactive or inconclusive. Only part of the results is shown. The share of hits here may be higher or lower than overall.
[1] O=[N+]([O-])c1ccc(Nc2cccc(F)c2)nc1
[2] CC(=O)N(c1ccccc1)c1nc2ccccc2s1
[3] O=C(NCCN1CCN(Cc2ccccc2Cl)CC1)Nc1ccccc1
[4] Cc1cc(Nc2cccc([N+](=O)[O-])c2)n2c(nc3ccccc32)c1C#N
[5] OCCN1CCN(C(=S)c2ccc(-c3ccccc3)cc2)CC1
[6] COc1cccc(OCc2nnc(SCC(=O)NCc3ccco3)n2C)c1
Screen / compound no.	1	2	3	4	5	6
LDHA inh	-5	-3	5	-2	-12	-4
D2 PAM	-6	·	-20	8	-11	7
RXFP1 ag	2.0%	·	2.7%	0.0%	2.0%	0.3%
Vif-A3G inh	-3%	-4%	1%	3%	-1%	-5%
D1 antagonist	-21	·	9	-35*	-12	34
D1 PAM	2	·	2	-7	-2	-3
D1 ag	2	·	4	26	1	1
GRP78 ERSR act	-1%	4%	-4%	0%	-14%	1%
Vif-A3F inh	6%	2%	4%	-1%	5%	·

[7] COC(=O)c1ccc(C(=O)OC)c(NC(=O)c2c(-c3ccccc3)c(-c3ccccc3)nn(C)c2=O)c1
[8] CC(C)(C)NC(=O)c1ccccc1-c1nc(-c2ccccc2Cl)no1
[9] Nc1ccc2c(c1)Cc1cc(Cl)c(Cl)cc1-2
[10] CCOC(=O)CCn1nc(C)c2c(C)n(-c3ccccc3)nc2c1=O
[11] O=C(CCC1COc2ccccc2O1)N1CCCC1 (stereo not given)
[12] CC(=O)NC(C(=O)N1CCC(c2nc3ccccc3s2)CC1)C(C)C (stereo not given)
Screen / compound no.	7	8	9	10	11	12
LDHA inh	-3	-2	1	-1	-4	-2
D2 PAM	-5	-3	·	-2	-5	16
RXFP1 ag	0.0%	2.3%	·	6.0%	0.5%	-2.4%
Vif-A3G inh	-8%	-3%	-19%	·	2%	5%
D1 antagonist	14	-3	·	19	31	7
D1 PAM	3	3	·	-3	-1	-5
D1 ag	0	16	·	0	1	1
GRP78 ERSR act	-4%	0%	-1%	·	-1%	-3%
Vif-A3F inh	1%	-4%	18%	·	-1%	-13%

# Given with the structure last: part of the list above.
no.	LDHA inh	D2 PAM	RXFP1 ag	Vif-A3G inh	D1 antagonist	D1 PAM	D1 ag	GRP78 ERSR act	Vif-A3F inh	Structure
10	-1	-2	6.0%	·	19	-3	0	·	·	CCOC(=O)CCn1nc(C)c2c(C)n(-c3ccccc3)nc2c1=O
11	-4	-5	0.5%	2%	31	-1	1	-1%	-1%	O=C(CCC1COc2ccccc2O1)N1CCCC1 (stereo not given)

# Later entries.
[13] CCOc1ccc(S(=O)(=O)Nc2cccc(OC)c2)c2cccnc12
[14] CCOC(=O)N1CCc2c(sc(NC(=O)c3ccc(S(=O)(=O)N4CCCC4)cc3)c2C#N)C1
[15] Cc1ccc(N2CC(C(=O)OCC(=O)c3ccc([N+](=O)[O-])cc3)CC2=O)cc1 (stereo not given)
[16] Cc1cc(C)c2oc(C(=O)Nc3nnc(C(C)C)s3)cc(=O)c2c1
[17] O=C(CCSCCC(=O)NN=Cc1cccc(Cl)c1)NN=Cc1cccc(Cl)c1
[18] Cc1cc2c(cc1C)C(c1ccsc1)CC(=O)N2 (stereo not given)
Screen / compound no.	13	14	15	16	17	18
LDHA inh	-1	5	2	11&-13	-2	-4
D2 PAM	-18	9	·	1	·	-4
RXFP1 ag	-1.7%	1.2%	-1.9%	0.8%	·	-1.9%
Vif-A3G inh	-7%	0%	0%	0%	-11%	0%
D1 antagonist	18	-1	-17	-1	·	-29
D1 PAM	-4	-3	·	-4	·	-4
D1 ag	0	0	6	0	·	6
GRP78 ERSR act	-1%	-2%	-3%	-1%	-6%	-6%
Vif-A3F inh	3%	?	0%	-11%	-4%	-2%

[19] CN1CCN(c2ccc(NC(=O)c3ccc4c(c3)[nH]c(=O)n4Cc3ccc(F)cc3)cc2)CC1
[20] CCCCOc1ccc(C(=O)NCc2ccco2)cc1
[21] COc1ccc(-c2cn3c(C)c(C(=O)NCc4ccc5c(c4)OCO5)sc3n2)cc1
[22] COCCCn1c(=NC(=O)c2ccccc2)c(C#N)cc2c(=O)n3cccc(C)c3nc21
[23] O=C(COC(=O)C12CC3CC(CC(C3)C1)C2)NCCc1ccccc1
[24] CC(Sc1nc2ccccc2c(=O)[nH]1)C(=O)O (stereo not given)
Screen / compound no.	19	20	21	22	23	24
LDHA inh	4	-4	-4	-9	-4	5
D2 PAM	-18	-13	·	4	11	-1
RXFP1 ag	-0.6%	0.9%	·	5.4%	0.2%	0.4%
Vif-A3G inh	1%	2%	2%	-4%	1%	0%
D1 antagonist	-9	-17	·	13	3	3
D1 PAM	-6	0	·	-5	0	1
D1 ag	1	3	·	-1	-3	2
GRP78 ERSR act	-4%	9%	-3%	-4%	-4%	0%
Vif-A3F inh	2%	-6%	-2%	7%	2%	5%

[25] Cc1ccc(C)c(CN2C(=O)C3(c4ccccc42)N(c2ccc(Cl)cc2)C(=O)CS3(=O)=O)c1 (stereo not given)
[26] Cc1nc(NC(=O)c2ccc([N+](=O)[O-])cc2Cl)sc1C(=O)N(C)C
[27] CS(=O)(=O)c1cccc(C(=O)OCC(=O)c2ccc3c(c2)OCCO3)c1
[28] COC(=O)/C=C1/S/C(=N/NC(=O)c2ccccc2OC)NC1=O
[29] O=C(C1CCN(c2ncnc3c2nc2n3CCCCC2)CC1)N1CCN(c2ccccc2)CC1
[30] CCn1c(C)nc2cc(C(=O)NNC(=O)c3ccc(C)cc3)ccc21
Screen / compound no.	25	26	27	28	29	30
LDHA inh	-7	-7	-1	1	-13	0
D2 PAM	-6	-3	0	-2	-4	10
RXFP1 ag	-5.3%	2.2%	-0.2%	2.5%	6.3%	0.2%
Vif-A3G inh	0%	-2%	-2%	0%	1%	0%
D1 antagonist	-5	-12	-6	0	4	5
D1 PAM	3	6	-1	5	0	-3
D1 ag	1	2	4	0	-2	-2
GRP78 ERSR act	-3%	-6%	-2%	3%	0%	-1%
Vif-A3F inh	-1%	3%	7%	-4%	7%	8%

# From compound 28 to 30, as listed above:
[28] COC(=O)/C=C1/S/C(=N/NC(=O)c2ccccc2OC)NC1=O
[29] O=C(C1CCN(c2ncnc3c2nc2n3CCCCC2)CC1)N1CCN(c2ccccc2)CC1
[30] CCn1c(C)nc2cc(C(=O)NNC(=O)c3ccc(C)cc3)ccc21
Screen / compound no.	28	29	30
LDHA inh	1	-13	0
D2 PAM	-2	-4	10
RXFP1 ag	2.5%	6.3%	0.2%
Vif-A3G inh	0%	1%	0%
D1 antagonist	0	4	5
D1 PAM	5	0	-3
D1 ag	0	-2	-2
GRP78 ERSR act	3%	0%	-1%
Vif-A3F inh	-4%	7%	8%

# Remaining list, next part
[31] O=C(c1c(F)c(F)c(F)c(F)c1F)N1CCN(c2cccc(C(F)(F)F)c2)CC1
[32] COC(=O)c1cc(CSc2nc3ccccc3[nH]2)oc1C
[33] O=C(c1ccc(COc2c(F)c(F)cc(F)c2F)o1)N1CCN(c2ccccc2)CC1
[34] O=C(CSc1ncn[nH]1)Nc1ccccc1C(=O)O
[35] Oc1ccc(CCC2CCCCN2Cc2nc(C3CC3)no2)cc1 (stereo not given)
[36] Cc1cccc(-c2cc3nc4c(c(NCc5ccco5)n3n2)CCCC4)c1
Screen / compound no.	31	32	33	34	35	36
LDHA inh	-5	-13	-5	-12	-5	-1
D2 PAM	-1	23	3	-1	0	2
RXFP1 ag	0.8%	2.3%	0.5%	1.7%	-0.2%	-2.0%
Vif-A3G inh	?	0%	-1%	-1%	0%	-4%
D1 antagonist	4	1	-1	8	-4	18
D1 PAM	4	1	-7	0	2	1
D1 ag	5	8	3	0	1	0
GRP78 ERSR act	-8%	3%	-8%	-3%	-1%	8%
Vif-A3F inh	-8%	-1%	5%	2%	-2%	-4%

[37] O=C(CN1CCN(C(=O)c2ccccc2)CC1)Nc1ccccc1
[38] O=C(C[C@H]1C(=O)N(CCc2ccccc2)C[C@@H]1c1ccccc1)Nc1ccccc1
[39] O=[N+]([O-])c1ccc(CN2CCN(c3ccc4ccccc4n3)CC2)cc1
[40] CC(=O)Oc1ccc(C(=O)Nc2ccc(S(=O)(=O)N3CCOCC3)cc2)cc1
[41] CC(C)c1c(C(=O)N/N=C/c2ccccc2C(=O)O)nnn1-c1nonc1N
[42] NNC(=O)c1ccc(COc2ccc([N+](=O)[O-])cc2)o1
Screen / compound no.	37	38	39	40	41	42
LDHA inh	2	-1	-10	3	2	-7
D2 PAM	-15	·	-12	1	-5	1
RXFP1 ag	-1.7%	·	-0.1%	0.1%	-1.0%	3.2%
Vif-A3G inh	2%	2%	4%	2%	-8%	1%
D1 antagonist	9	·	20	-90*	10	-14
D1 PAM	6	·	2	1	-6	-4
D1 ag	1	·	2	6	0	3
GRP78 ERSR act	0%	4%	0%	-4%	-2%	0%
Vif-A3F inh	-3%	-4%	3%	-5%	1%	-6%

[43] CCOc1ccc(Sc2cc(C(=O)NCc3ccc(C)cc3)c3ccccc3n2)cc1
[44] Cc1ccc(-n2nc(C)c3c(C)cc(=O)n(CC(=O)Nc4ccc(Br)cc4F)c32)cc1
[45] c1csc(-c2nnsc2-c2nc3ccccc3[nH]2)c1
[46] CCOc1ccc2nc(SCC(=O)NCc3ccc4c(c3)OCO4)[nH]c2c1
Screen / compound no.	43	44	45	46
LDHA inh	-3	6	-8	-3
D2 PAM	-19	15	-6	-6
RXFP1 ag	?	8.9%	2.0%	0.1%
Vif-A3G inh	2%	2%	-4%	2%
D1 antagonist	-4	8	-16	6
D1 PAM	1	-4	-6	-3
D1 ag	-5	1	2	0
GRP78 ERSR act	-4%	1%	7%	-2%
Vif-A3F inh	-4%	2%	-1%	-2%
